mABHD4 FP = ABHD4 inhibitors, primary screen, biochemical, fluorescence polarization, mouse | (Lyso)-N-acylphosphatidylethanolamine lipase (Mus musculus), Q8VD66 | hit rate 0.54% among 370,000 | inhibition, % at 8.92 µM | purified mABHD4, FP-Rh probe fluorescence polarization;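 active means inhibition exceeding the mean over every tested compound plus 3 SD, cut at about 30% in these data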;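 further: 0% = plate median of compound wells and 100% = S159A mutant with DMSO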
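Test system: mABHD4 protein | Buffer or medium: HEPES pH 7.0 buffer, 150 mM NaCl, 0.01% Pluronic F-127 | Probe or stimulus: FP-Rh fluorescent activity-based probe, added after compound pre-incubation | Timing: Pre-incubation 45 min, probe exposure 60 min, at 25 °C | Technique: Fluorescence polarization, excitation 525 nm, emission 598 nm, BODIPY TMR filters | Repeats: Single well per compound (singlicate)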
PG9 binder = binders of HIV-1 gp120 antibody PG9, primary screen, biochemical, TR-FRET. HIV-1 gp120 / PG9 antibody interaction. TR-FRET gp120-PG9 antibody binding. inhibition, % at 6.7 µM. hit rate 0.43% among 360,000. AID 624416, 2012; in the data active means inhibition above about 8.5%
HTRA1 inh = HTRA1 serine protease inhibitors, primary screen, biochemical, fluorescence polarization, HTS | recombinant HTRA1, FP-rhodamine activity-based probe | AID 504803, 2011 | inhibition, % at 5.96 µM | hit rate 0.5% among 340,000 | Q92743; in the data active means inhibition above about 36%;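 further: 0% = enzyme with DMSO and 100% = wells lacking enzyme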
Target sequence (Q92743 whole entry, looked up): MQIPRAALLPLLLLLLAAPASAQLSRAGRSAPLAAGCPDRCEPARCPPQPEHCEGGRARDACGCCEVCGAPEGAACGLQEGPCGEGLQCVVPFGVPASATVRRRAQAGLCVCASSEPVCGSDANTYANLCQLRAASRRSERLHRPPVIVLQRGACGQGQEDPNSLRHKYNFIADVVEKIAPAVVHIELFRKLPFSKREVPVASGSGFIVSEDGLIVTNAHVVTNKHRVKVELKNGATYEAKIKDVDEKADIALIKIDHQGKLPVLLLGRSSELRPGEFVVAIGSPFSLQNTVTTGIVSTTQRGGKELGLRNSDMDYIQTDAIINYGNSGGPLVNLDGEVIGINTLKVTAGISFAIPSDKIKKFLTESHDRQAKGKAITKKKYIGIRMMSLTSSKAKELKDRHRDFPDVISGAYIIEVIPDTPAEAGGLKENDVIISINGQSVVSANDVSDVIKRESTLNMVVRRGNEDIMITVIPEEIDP
LEDGF integ inh = blockers of LEDGF/p75-dependent integrase strand transfer – biochemical, TR-FRET, high throughput, primary screen; hit rate 0.64% among 370,000; inhibition, % at 3.7 µM; AID 743269, 2014; TR-FRET IN-LEDGF/p75 DNA integration, Eu/Cy5;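 active means inhibition above the screen-wide mean plus 3 SD, cut at about 13% in these data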;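 further: signal is the Cy5 over europium emission ratio at 671 and 618 nm; 0% = plate median of compound wells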
TDP2 absorb = human TDP2 enzyme inhibitors, primary screen, biochemical, epi absorbance, recombinant enzyme. Tyrosyl-DNA phosphodiesterase 2 (Homo sapiens), O95551. T5PNP hydrolysis, p-nitrophenol absorbance 415 nm. inhibition, % at 12.8 µM. hit rate 0.34% among 370,000. AID 720702, 2013;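 active means inhibition above the mean of all tested compounds plus 3 SD, set per campaign, cut at about 25% in these data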;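 further: 0% = DMSO with enzyme and 100% = buffer with substrate but no TDP2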
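System – recombinant human TDP2 · Amount – 120 nM TDP2 per well · Buffer or medium – Mg2+-containing Tris-HCl buffer, pH 7.5 · Reagent – T5PNP substrate, 5 mM · Dosing – 12.8 µM single point, 1% DMSO · Incubation – 2 h at 37 °C · Measured by – epi absorbance · Read-out basis – percent inhibition · Benchmarks – high control without enzyme, low control DMSO plus TDP2 · Repeats – singlicate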
TCR CD3 inh = inhibitors of human TCR-CD3 interaction, primary screen, biochemical, fluorescence, TAMRA-labeled TCR probe; inhibition, % at 9.4 µM; hit rate 0.37% among 360,000; T-cell receptor (TCR); AID 651800, 2012; in the data active means inhibition above about 19%;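 further: recombinant mutant TCR 2C K166C tagged with TAMRA read by polarization; 0% = receptor in buffer alone and 100% = receptor with positive control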
SIAE primary = human SIAE inhibitors, primary screen, biochemical, fluorescence polarization, FP-Rh probe, 1536-well HTS. Sialate O-acetylesterase (Homo sapiens), Q9HAT2. SIAE FP-Rh probe binding. inhibition, % at 9.66 µM. hit rate 0.69% among 370,000;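 active means inhibition above a cutoff: mean of compounds within the control limits plus 3 SD of those, cut at about 17% in these data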;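 further: 0% = plate median of compound wells and 100% = probe without SIAE protein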
UHRF1 MBD2 ctr = UHRF1 methylated DNA binding inhibitors, primary screen, counter-screen for MBD2 inhibitor project, biochemical, TR-FRET, human UHRF1, single concentration | E3 ubiquitin-protein ligase UHRF1 (Homo sapiens), Q96T88 | UHRF1 binding to methylated oligo | inhibition, % at 4.4 µM | hit rate 0.75% among 370,000; in the data active means inhibition above about 21%;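 further: UHRF1 SRA domain binding a hemimethylated CpG hairpin DNA probe; 0% = median of test compound wells and 100% = reference inhibitor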
PRMT1 FP inh = PRMT1 methyltransferase inhibitors, primary screen, biochemical, fluorescence polarization; Protein arginine N-methyltransferase 1 (Homo sapiens), Q99873; recombinant PRMT1, activity-based probe fluorescence polarization; inhibition, % at 2.79 µM; hit rate 1.3% among 370,000; AID 652257, 2013;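 active means inhibition above about 21% made by adding two undisclosed values, limit read from the data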
Target sequence (Q99873 whole entry, looked up): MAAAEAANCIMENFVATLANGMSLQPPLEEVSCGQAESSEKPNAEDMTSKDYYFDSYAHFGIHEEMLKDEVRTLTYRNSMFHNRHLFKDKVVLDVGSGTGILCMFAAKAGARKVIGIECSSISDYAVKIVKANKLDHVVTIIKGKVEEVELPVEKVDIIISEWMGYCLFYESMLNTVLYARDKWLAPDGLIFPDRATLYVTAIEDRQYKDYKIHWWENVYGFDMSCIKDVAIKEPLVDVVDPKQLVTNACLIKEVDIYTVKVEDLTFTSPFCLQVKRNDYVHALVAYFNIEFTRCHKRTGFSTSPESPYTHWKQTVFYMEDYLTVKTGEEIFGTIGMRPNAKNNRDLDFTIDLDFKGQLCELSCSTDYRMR
Tn7 DDE FP = inhibitors of Tn7 peptide binding to fibrin DD(E), primary screen, biochemical, fluorescence polarization, human fibrin, Tn7 probe; inhibition, % at 8.3 µM; AID 720508, 2013; hit rate 0.13% among 370,000; FP displacement of FITC-Tn7 peptide from fibrin DD(E); 0% = median of compound wells per plate;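 active means inhibition above the mean of compounds falling within the control limits plus 3 SD of them, cut at about 14% in these data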;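 further: 0% = plate median of compound wells and 100% = 10 µM Aha-Tn7 peptide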
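Assay system: Human clot-derived fibrin DD(E) complex | Buffer or medium: Tris/NaCl/CaCl2 buffer, pH 7.8 | Repeats: One replicate per compound | Benchmarks: Aha-Tn7 high control | Measure: % inhibition scaled between sample-field median and high-control FP | Schedule: 10 min plus 3 h, room temperature | Signal: Fluorescence polarization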
An asterisk follows results filed as active; nt = no result given; & = joins results of further samples.

SMILES | mABHD4 FP | PG9 binder | HTRA1 inh | LEDGF integ inh | TDP2 absorb | TCR CD3 inh | SIAE primary | UHRF1 MBD2 ctr | PRMT1 FP inh | Tn7 DDE FP
CC(=O)c1ccc(N2CCN(S(=O)(=O)c3c(C)[nH]c(=O)[nH]c3=O)CC2)cc1 | 0 | -2.6 | -2 | 2 | -3 | -3 | -2 | 1 | -1 | 2
COc1ccc(/C=C2/SC(=O)N(NS(=O)(=O)c3ccccc3)C2=S)cc1OC | -7 | -3.1 | -10 | -3 | -9 | -1 | -8 | 1 | 4 | 1
CCc1cnccc1CCC(=O)Nc1ccccc1C | 0 | -0.1 | 7 | -2 | 3 | 6 | -1 | -1 | 2 | -1
Brc1csc(/C=N/Nc2nc3ccccc3s2)c1 | 28 | -0.2 | 40* | 3 | 2 | -8 | 15 | 2 | 3 | 8
O=C(NCc1ccccn1)c1ccc(CNS(=O)(=O)c2cccc(C(F)(F)F)c2)cc1 | 5 | -2.0 | -3 | -3 | -2 | 0 | -2 | 0 | 0 | -2
Cc1ccc(S(=O)(=O)N2CCOCC2)cc1-c1n[nH]c(=S)n1-c1ccccc1 | 5 | 2.8 | -2 | -2 | -11 | -3 | 9 | 2 | 4 | 0
O=C(Nc1ccc(F)cc1F)c1ccc(-n2cncn2)nc1 | -1 | -0.8 | 1 | -1 | -3 | 1 | 1 | 0 | 1 | 5
CN(C)CCCNC(=O)C1(O)c2cc(Br)ccc2NC(=O)N1c1ccc(Cl)cc1 (centres undefined) | 0 | -1.6 | -3 | -3 | 0 | -2 | 4 | 0 | -1 | 6
Cc1ccc2[nH]c(=O)c(CN(CCCN3CCOCC3)Cc3nnnn3C3CCCC3)cc2c1 | 4 | -1.2 | 6 | 0 | -2 | -2 | 1 | -3 | 3 | -2
CCCC(c1nnnn1Cc1ccco1)N1CCN(C2CCCC2)CC1 (centres undefined) | -1 | -2.0 | 5 | -2 | 7 | -1 | 13 | 2 | -1 | -2
COc1ccc(OCC(O)Cn2c(=N)n(CCN3CCCCC3)c3ccccc32)cc1 (centres undefined) | 0 | -0.1 | 4 | -1 | -3 | 2 | 2 | -1 | 0 | 9
CCOC(=O)c1[nH]c(C)c(/C(O)=C2\C(=O)C(=O)N(CCN(C)C)C2c2ccco2)c1C (centres undefined) | 3 | 1.2 | 1 | 0 | 8 | -6 | 0 | -3 | 3 | 2
CCOC(=O)COc1ccc(S(=O)(=O)c2ccc(OCC(=O)OCC)cc2)cc1 | 1 | -1.5 | -1 | -4 | -10 | 3 | 3 | -2 | -2 | 2
CNc1nc2ccccc2n1CC(=O)c1ccccc1 | 6 | 1.5 | 5 | 0 | 1 | 7 | 1 | 1 | -1 | -5
OCC1N=C(c2ccccn2)OC1c1ccccc1 (centres undefined) | -5 | -1.7 | 2 | 1 | -1 | -2 | 3 | 2 | 4 | 4
Cc1ccccc1CC(=O)N1CCN(S(=O)(=O)c2ccc(Cl)s2)CC1 | -2 | 0.5 | -4 | -3 | 2 | -1 | 6 | -2 | 2 | 4
Fc1c(F)c(F)c(/C=N/NC(=S)Nc2cccnc2)c(F)c1F | 0 | -0.5 | 1 | -5 | 5 | -2 | 4 | -5 | -2 | 0
CC(=O)/C(=N/Nc1cccc(Cl)c1)N1CCOCC1 | 2 | -1.6 | 6 | 5 | -3 | -2 | 10 | 3 | 4 | 0
O=[N+]([O-])c1cc([N+](=O)[O-])c(N2CCOCC2)cc1NCc1ccccc1 | 0 | -1.6 | -9 | 0 | 4 | 7 | 3 | 0 | 1 | -2
O=C(Nc1ccc(F)cc1)NC1CCN(Cc2ccccc2)CC1 | -1 | 0.3 | -5 | -1 | 13 | 4 | 7 | -1 | -4 | 2
COc1cccc2cc(C(=O)NCCc3ccccc3)c(=O)oc12 | 1 | -1.8 | -4 | 2 | 2 | 11 | 4 | -1 | -1 | -2
Cc1ccc(N2CC(C(=O)NCc3cccs3)CC2=O)cc1C (centres undefined) | -2 | -1.5 | 2 | -1 | 4 | -6 | 16 | 2 | 0 | 2
O=C(Nc1nc2c(s1)CCCC2)c1cc(-c2ccccc2)nc2ccccc12 | 10 | 0.2 | -3 | 0 | 3 | 9 | -13 | 2 | 0 | 2
CCCn1c(NC(=O)CN2C(=O)NC3(CCCCC3)C2=O)nc2ccccc21 | 2 | -0.9 | 4 | 1 | 2 | 1 | 8 | -2 | 1 | -8
COc1ccccc1C(=O)Nc1ccc(Nc2ccccc2)cc1 | -3 | 0.3 | nt | -2 | 6 | -1 | 0 | -2 | -3 | 7
CC(=O)c1sc(-c2cccc(Cl)c2)nc1C | 4 | -1.1 | -2 | 4 | 2 | 5 | 0 | 0 | -2 | -5
O=C(Nc1nnc(CCN2CCCCC2)s1)c1ccc(Cl)cc1Cl | 0 | -1.7 | 14 | 0 | 5 | 1 | 0 | 0 | 1 | -1
CCn1c(SCC(=O)c2ccc(CNC(C)=O)o2)nnc1-c1cccs1 | -3 | -1.6 | 0 | 3 | 10 | 2 | 9 | -3 | 0 | -4
C[C@H](NC(=O)[C@H](Cc1ccccc1)n1c(=O)[nH]c2ccccc2c1=O)C(=O)N1CCC[C@H]1C(=O)O | 4 | 3.7 | -6 | -2 | -2 | 12 | -4 | 5 | 3 | -5
Cc1c(Cl)cccc1NC(=S)NNS(=O)(=O)c1ccc([N+](=O)[O-])cc1 | 11 | -1.4 | 0 | -8 | -4 | -1 | 1 | 1 | 1 | 5
COc1ccc(C(=O)NCC2(c3ccccc3)CCOCC2)cc1 | -2 | 0.2 | 9 | 3 | 18 | 3 | 5 | -3 | -3 | 4
CCOC(=O)c1c(C)[nH]c(C)c1S(=O)(=O)NCCc1ccco1 | 3 | -1.3 | -3 | 1 | 3 | 9 | 0 | 1 | 3 | 3
COC(=O)c1cccc(NC(=O)/C=C/c2ccc([N+](=O)[O-])cc2)c1 | -6 | -2.0 | -10 | -2 | 2 | 5 | -5 | -6 | -2 | 2
COc1cc(C(=O)Nc2ccc(C)cc2C(NCC(=O)NN)c2ccccc2)cc(OC)c1OC (centres undefined) | -9 | -2.0 | -57 | 1 | 10 | -2 | -13 | -1 | 2 | 1
O=C(c1cccc(Br)c1)c1nc2ccccc2[nH]c1=O | 7 | 0.2 | nt | -1 | 0 | -7 | 5 | 5 | 2 | 1
CC(=O)Oc1ccccc1C(=O)Nc1ccccc1C(=O)N1CCCCC1 | 3 | -2.6 | -4 | -1 | 9 | 12 | 5 | -2 | -3 | -6
CC(=O)c1ccc(S(=O)(=O)N2CCN(C(=O)c3ccc(N)c([N+](=O)[O-])c3)CC2)cc1 | 6 | -0.5 | 9 | 4 | 9 | 8 | -3 | -4 | -1 | 1
COc1ccc(-n2cnc3cc(C(=O)NCC4CCCO4)ccc32)cc1 (centres undefined) | -7 | -0.6 | 2 | 4 | 14 | 1 | -4 | 0 | -3 | 1
O=C(NN1C(=O)CSC1=S)C(=O)NN1C(=O)CSC1=S | -38 | -3.0 | -3 | 29* | 1 | 8 | -14 | 19 | 17 | 7
CS(=O)(=O)n1nc(-c2ccc(Cl)cc2)nc1N | -3 | 0.2 | 10 | 0 | -2 | 3 | 1 | -1 | -1 | 7
Cc1noc(C)c1S(=O)(=O)N1CCCC(C(=O)Nc2ccc(Cl)cn2)C1 (centres undefined) | -4 | -2.4 | 2 | -2 | 0 | 6 | 0 | -1 | -2 | -2
Cn1c(O)c(/C=C2\C=Nc3ccccc32)sc1=Nc1ccc(C(=O)O)cc1 | -34 | -2.1 | -24 | -1 | -1 | -4 | -4 | 20 | 2 | 2
Cc1ccc(C(=O)Nc2cccc(NC(=O)c3cccs3)c2)c(C)c1 | -22 | -2.2 | -49 | 5 | 1 | 8 | -19 | -2 | -4 | -5
CCCCOCP(=O)(CCCC)COCCCC | 5 | -4.0 | -2 | 0 | -6 | -1 | 9 | 0 | -3 | 1
COc1cccc(C(=O)NCCC2=CCCCC2)c1 | -4 | -0.4 | -8 | 2 | 0 | 2 | 4 | -3 | 1 | 1
CC(C)OC(=O)CSc1nnc(-c2ccc(Cl)cc2Cl)n1N | 3 | -1.9 | 5 | -3 | -8 | -2 | -3 | -1 | -1 | -4
COc1cc(NC(=O)CSc2nc(C)cc(=O)[nH]2)cc(OC)c1 | 0 | nt | nt | -3 | 0 | nt | -2 | 2 | -1 | -2
Cc1cc(C)c(C#N)c(SCC(=O)Nc2c(C)n(C)n(-c3ccccc3)c2=O)n1 | 8 | 1.8 | 11 | -1 | 4 | -10 | -1 | 2 | 3 | 6
COc1ccc(NC(=O)/C(=C\c2cccnc2)NC(=O)c2cccs2)cc1 | 1 | -0.7 | -3 | 1 | 7 | -2 | 13 | -1 | -2 | 3
COc1ccc(N=C(N(C)C)P(=O)(N(C)C)N(C)C)cc1 | -4&6 | -1.9&0.7 | 2&7 | 0&-1 | 3&3 | 11&-3 | 4&7 | 1&0 | -2&-2 | -2&5
Cc1cccc(OCCCC(=O)Nc2nc3ccccc3[nH]2)c1 | 1 | 0.5 | -4 | 5 | -8 | 1 | -4 | -3 | 0 | -1
CN(C)c1ccc(/C=C/c2cccc[n+]2[O-])cc1 | -4 | -10 | nt | 0 | -5 | -2 | 6 | -7 | -1 | -5
CCOCCOC(=O)Cn1cnc2scc(-c3ccc(C)cc3)c2c1=O | 4 | 0.2 | 1 | -1 | 4 | -7 | 0 | 2 | -3 | 0

Individual results from the results shown:
Under mABHD4 FP, CN(C)c1ccc(/C=C/c2cccc[n+]2[O-])cc1 reads -4
Under UHRF1 MBD2 ctr, COc1ccc(N=C(N(C)C)P(=O)(N(C)C)N(C)C)cc1 reads 1&0

Compounds were not picked by outcome; about 4.2% have a hit in one of these screens.
